# Screens (PubChem)
# GRK2 inh: inhibitors of human GRK2 displacing RNA aptamer. P25098. bead flow cytometry, FAM-aptamer displacement from GRK2. inhibition of aptamer binding, % at 10 µM. actives 0.59% (n = 330,000);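 active = inhibition of aptamer binding above 40%, roughly 3 SD of noise, on plates passing a quality check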;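 also: median bead fluorescence of bound FAM aptamer so fluorescent compounds give negative values; no value below 0 was filed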
# Target sequence (P25098 whole entry, looked up): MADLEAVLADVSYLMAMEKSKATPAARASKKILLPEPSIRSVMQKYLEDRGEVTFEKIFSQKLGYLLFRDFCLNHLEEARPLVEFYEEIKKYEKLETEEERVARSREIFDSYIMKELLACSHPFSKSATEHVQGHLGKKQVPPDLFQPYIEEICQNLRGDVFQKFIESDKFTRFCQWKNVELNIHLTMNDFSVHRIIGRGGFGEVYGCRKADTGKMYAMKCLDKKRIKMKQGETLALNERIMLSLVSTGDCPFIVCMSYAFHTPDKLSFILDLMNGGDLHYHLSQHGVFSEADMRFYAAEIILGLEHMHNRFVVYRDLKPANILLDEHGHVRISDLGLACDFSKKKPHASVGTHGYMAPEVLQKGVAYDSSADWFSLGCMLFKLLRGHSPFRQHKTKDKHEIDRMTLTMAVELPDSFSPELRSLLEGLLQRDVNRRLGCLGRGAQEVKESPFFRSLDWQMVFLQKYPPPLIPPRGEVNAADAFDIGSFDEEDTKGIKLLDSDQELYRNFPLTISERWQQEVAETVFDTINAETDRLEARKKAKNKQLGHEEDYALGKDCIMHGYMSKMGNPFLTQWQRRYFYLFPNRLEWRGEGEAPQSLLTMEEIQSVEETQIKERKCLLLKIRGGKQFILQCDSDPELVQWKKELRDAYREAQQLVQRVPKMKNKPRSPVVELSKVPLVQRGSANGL
# VLA-4 inh: inhibition in a human VLA-4 binding assay; P13612; VLA-4 expressing cells, ligand binding flow cytometry; inhibition, % (about 7 µM as worked out from the volumes in the protocol); actives 0.2% (n = 330,000); AID 2557; in the data active = inhibition above about 50%
# PP1 inh: counter-screen for PP5 inhibitors: inhibitors of human PP1-alpha; inhibition, % at 6.7 µM; purified PP1alpha, OMFP fluorescence; AID 2235; actives 0.9% (n = 320,000);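 active = inhibition above the mean inhibition of all tested compounds plus 3 SD, computed separately for each screening campaign, cut at about 15% in these data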
# PP5 inh: inhibitors of human protein phosphatase 5 (PP5). actives 0.18% (n = 320,000). P53041. inhibition, % at 6.7 µM. purified PP5c, OMFP substrate fluorescence;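 active = inhibition above the campaign's mean inhibition across all tested compounds plus 3 SD, cut at about 9.5% in these data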;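 also: 0% = DMSO only and 100% = 100 µM cantharidin control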
# proCasp3 act: activates human procaspase-3; P42574; recombinant procaspase-3 D3A, Ac-DEVD-pNA absorbance 405 nm; activation, % at 8.5 µM; actives 0.11% (n = 330,000);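 active = activation above the mean of all tested compounds plus 3 SD, cut at about 21% in these data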;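 also: 0% = DMSO alone and 100% = DMSO wells spiked with extra 5 µM PC-3 D3A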
# Target sequence (P42574 whole entry D9A/D28A/D175A): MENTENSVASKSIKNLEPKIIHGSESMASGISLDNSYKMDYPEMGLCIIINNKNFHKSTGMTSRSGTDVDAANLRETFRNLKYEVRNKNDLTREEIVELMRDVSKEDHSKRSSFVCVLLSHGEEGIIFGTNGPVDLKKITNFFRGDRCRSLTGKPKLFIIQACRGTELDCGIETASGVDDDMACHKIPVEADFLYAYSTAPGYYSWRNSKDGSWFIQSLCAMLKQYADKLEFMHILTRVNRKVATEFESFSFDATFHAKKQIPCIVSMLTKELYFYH
#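 System: Procaspase-3 D3A mutant. Medium: Zinc-free 300 mM NaCl, 50 mM HEPES, 0.01% Triton X-100. Schedule: 1 h preincubation plus 2 h reaction at 25 °C. Measured by: 405 nm absorbance of p-nitroaniline, reads at 0 and 120 min. Read-out: percent activation relative to control range.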
# HCV core dimer: HCV core protein dimerization inhibition. AID 1899. actives 0.33% (n = 300,000). TR-FRET GST/Flag-core106 dimerization, 1536-well. inhibition, % at 5 µM;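 active = inhibition above the mean of all tested compounds plus 3 SD, set per screening campaign, cut at about 45% in these data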
#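 test system = GST/Flag-tagged HCV core106 proteins | probe or stimulus = Eu donor and XL665 acceptor anti-tag antibodies | times = compound-protein-antibody incubation 4 h at 22.5 °C | signal = TR-FRET, excitation 340 nm, emission 617 and 671 nm | measure = percent inhibition of core106 dimerization signal | controls = wells lacking GST-core106 and wells with excess unlabelled core106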
# JMJD2C inh: human JMJD2C demethylase inhibition | inhibition, % at 2.35 µM | GST-JMJD2C(1-420) H3K9me3 demethylation, DELFIA europium | AID 2099 | Q9H3R0 | actives 0.069% (n = 330,000);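 active = more than half of a compound's replicate wells show inhibition beyond 50%, single wells judged on their own value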;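 also: signal counts dimethyl H3K9 product captured on neutravidin plate; 0% = median of DMSO wells and 100% = 0.3 times that DMSO median; strong numbers were not always called active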
# Fh CTSL1 inh: cathepsin L1 inhibition, PFM18AAP counter-screen. recombinant F. hepatica cathepsin L1, Z-Leu-Arg-MCA fluorescence. actives 0.49% (n = 300,000). AID 1906. inhibition, % at 5.96 µM;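 active = inhibition above the mean of all tested compounds plus 3 SD, set per screening campaign, cut at about 17% in these data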;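 also: 0% = plate median of test compound wells and 100% = 1 µM Z-Phe-Ala-diazomethylketone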
# procasp7 counter: counter-screen: procaspase-7 (human) activation. AID 463210. actives 0.093% (n = 330,000). recombinant procaspase-7, Ac-DEVD-pNA absorbance 405 nm; D23A/D198A/D206A triple mutant, cannot self-cleave; scale: DMSO 0, 5 µM enzyme 100. P55210. activation, % at 8.5 µM;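 active = percent activation above the screen-wide mean plus 3 SD, cut at about 25% in these data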
#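 Assay system – Uncleavable procaspase-7 mutant enzyme · Quantity – 2 µM procaspase-7 mutant as dispensed · Times – 1 h preincubation, 2 h reaction · Dosing – single nominal 8.5 µM compound dose, 0.8% DMSO final · Buffer or medium – Zinc-free 50 mM HEPES buffer, pH 7.4, with NaCl and Triton X-100 · Detection – Epi-absorbance of released pNA at 405 nm, two timepoints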
# Numbers without * were called inactive; . = not tested or not shown.
SMILES,GRK2 inh,VLA-4 inh,PP1 inh,PP5 inh,proCasp3 act,HCV core dimer,JMJD2C inh,Fh CTSL1 inh,procasp7 counter
O=C(O)CC1(CC(=O)Nc2ccc3ccccc3n2)CCCCC1,4,16,-1,0.6,-2,-3,6,-5,2
CCCOc1ccc(C(=O)N/N=C/c2c[nH]c3ccc(Br)cc23)cc1,2,9,4,12*,1,3,0,8,-9
CCC(NC(=O)CCl)c1ccc(C)cc1 (stereo not drawn),0,9,-3,-1.9,1,-2,-6,2,11
O=C(c1cc2c(s1)CCCC2)N1CCN(S(=O)(=O)c2ccccc2C(F)(F)F)CC1,0,11,6,1.6,-1,14,2,4,1
COc1ccc(CC(=O)NNC(=S)Nc2ccccc2)cc1Cl,2,4,-2,2.0,-3,-1,-3,-3,-12
C=C(C)CN(CC)C(=O)CSc1nc2ncc(Cl)cc2[nH]1,0,6,-2,-1.9,-6,-3,-8,3,-7
COc1ccc(OCC(=O)Nc2cc(NC(=O)c3ccco3)ccc2OC)cc1,3,0,2,1.7,-12,-9,-4,5,2
Cc1c(-c2ccc(Cl)cc2)oc(=O)c2c(N)n(-c3ccccc3)nc12,0,25,23*,0.7,4,-2,-8,0,5
Cc1ccc(NC(=O)Nc2nc3ccccc3s2)cc1NC(=O)Nc1nc2ccccc2s1,0,6,-1,2.8,-1,4,11,2,8
CC(=O)c1cnc2nc(C)nn2c1C,1,-3,0,0.6,9,5,19,0,8
COc1ccc(C(CNC(=O)Nc2cccc(C)c2)N2CCN(C)CC2)cc1 (stereo not drawn),2,-6,3,0.3,-8,-13,2,6,0
O=C(CCn1c(=O)oc2ccccc21)N1CCc2ccccc21,0,2,-2,1.1,-3,-1,8,-1,0
COc1ccc(NC(=O)CSC2=C(C#N)C(c3ccco3)C(C(=O)Nc3nc4ccccc4s3)=C(C)N2)cc1 (stereo not drawn),0,23,4,5.8,-6,48*,3,2,9
Nc1c(Cl)cc(Cl)cc1C(=O)OCC(=O)N1CCCC1,6,1,-2,0.6,4,-5,-5,0,-3
O=C(CC1Nc2c3ccccc3nc(=S)n2C1=O)NC1CCCCC1 (stereo not drawn),0,2,3,1.8,9,2,-13,1,-4
COc1ccc(-c2c(C#Cc3ccsc3)c3ccccc3n2C)cc1,3,-2,-4,4.1,-6,9,5,-1,-21
COc1ccc(C(=O)Nc2cccc3nc(C)ccc23)c(OC)c1,29,5,0,1.1,-2,4,-8,4,-7
CCOC(=O)[C@@H]1[C@H]2COc3ccc(Br)cc3[C@H]2N2C(=O)N(c3ccc(OC)cc3)C(=O)[C@]12C,0,21,.,.,-2,.,5,.,-5
Cc1ccc(C(C(=O)NC2CCCC2)N(Cc2ccc(F)cc2)C(=O)c2snc(C(N)=O)c2N)o1 (stereo not drawn),0,4,-3,0.5,-5,-9,-21,5,-13
COc1ccccc1C(=O)NCC(=O)NCC1(N2CCCCC2)CCCCC1,1,-3,-6,0.2,6,1,1,3,4
CC(=O)NC(CC(=O)N(Cc1ccccc1)c1cccc(C)c1)c1ccccc1 (stereo not drawn),1,-9,-3,1.2,1,-31,35,4,4
Cc1cc(C)c(N)cc1C,4,8,2,-0.7,5,.,4,.,-1
CN(CCC1CCOCC1)Cc1cn[nH]c1-c1ccc(-c2ccccc2)cc1,0,3,1,0.8,-2,3,-4,0,13
C=CCN(C(=O)CCC(=O)Nc1cc(C)on1)C(C(=O)NC1CCCC1)c1cccnc1 (stereo not drawn),0,2,3,2.9,-4,5,-5,-4,7
COc1ccc(Cl)cc1NC(=O)CN1CCN(S(=O)(=O)N2CCC(C)CC2)CC1,0,10,-2,3.3,3,3,-2,0,2

# Reprinted from the entries so far (twelve entries):
SMILES,GRK2 inh,VLA-4 inh,PP1 inh,PP5 inh,proCasp3 act,HCV core dimer,JMJD2C inh,Fh CTSL1 inh,procasp7 counter
Nc1c(Cl)cc(Cl)cc1C(=O)OCC(=O)N1CCCC1,6,1,-2,0.6,4,-5,-5,0,-3
O=C(CC1Nc2c3ccccc3nc(=S)n2C1=O)NC1CCCCC1 (stereo not drawn),0,2,3,1.8,9,2,-13,1,-4
COc1ccc(-c2c(C#Cc3ccsc3)c3ccccc3n2C)cc1,3,-2,-4,4.1,-6,9,5,-1,-21
COc1ccc(C(=O)Nc2cccc3nc(C)ccc23)c(OC)c1,29,5,0,1.1,-2,4,-8,4,-7
CCOC(=O)[C@@H]1[C@H]2COc3ccc(Br)cc3[C@H]2N2C(=O)N(c3ccc(OC)cc3)C(=O)[C@]12C,0,21,.,.,-2,.,5,.,-5
Cc1ccc(C(C(=O)NC2CCCC2)N(Cc2ccc(F)cc2)C(=O)c2snc(C(N)=O)c2N)o1 (stereo not drawn),0,4,-3,0.5,-5,-9,-21,5,-13
COc1ccccc1C(=O)NCC(=O)NCC1(N2CCCCC2)CCCCC1,1,-3,-6,0.2,6,1,1,3,4
CC(=O)NC(CC(=O)N(Cc1ccccc1)c1cccc(C)c1)c1ccccc1 (stereo not drawn),1,-9,-3,1.2,1,-31,35,4,4
Cc1cc(C)c(N)cc1C,4,8,2,-0.7,5,.,4,.,-1
CN(CCC1CCOCC1)Cc1cn[nH]c1-c1ccc(-c2ccccc2)cc1,0,3,1,0.8,-2,3,-4,0,13
C=CCN(C(=O)CCC(=O)Nc1cc(C)on1)C(C(=O)NC1CCCC1)c1cccnc1 (stereo not drawn),0,2,3,2.9,-4,5,-5,-4,7
COc1ccc(Cl)cc1NC(=O)CN1CCN(S(=O)(=O)N2CCC(C)CC2)CC1,0,10,-2,3.3,3,3,-2,0,2

# More results:
SMILES,GRK2 inh,VLA-4 inh,PP1 inh,PP5 inh,proCasp3 act,HCV core dimer,JMJD2C inh,Fh CTSL1 inh,procasp7 counter
Cc1ccc2c(C(=O)CN3CCCCC3CCO)c(C)[nH]c2c1 (stereo not drawn),0,19,2,2.5,-1,-9,4,-1,6
O=C(N/N=C/c1ccncc1)NC1CCCCC1,2,4,-1,1.0,-4,-2,11,-3,2
CCS(=O)(=O)c1c([N+](=O)[O-])ncn1C,0,30,1,0.5,-8,-7,-12,3,2
CNC(=O)/C(C#N)=C/c1c(N2CCN(c3cccc(Cl)c3)CC2)nc2c(C)cccn2c1=O,0,-7,-1,0.5,-1,23,-2,5,-2
O=C(/C=C/c1ccccc1)NCC1(c2ccccc2)CCOCC1,3,11,-2,2.3,1,-1,0,4,0
O=C(/C=C/c1ccccc1)OCCCCN=C1NS(=O)(=O)c2ccccc21,0,3,-3,1.5,0,1,-6,3,8
CN(c1ccccc1C(=O)Nc1ccc2c(c1)n(C)c(=O)n2C)S(C)(=O)=O,3,10,3,1.4,9,10,25,2,7
COc1cccc(NC(=O)CN(C)CC(=O)c2c(C)[nH]c3ccccc23)c1,0,-17,1,4.0,-2,.,2,.,0
CCOC(=O)C1CCCN(C(=S)Nc2ccc(S(=O)(=O)N3CCOCC3)cc2)C1 (stereo not drawn),0,-2,.,.,-6,.,-7,.,-9
CCn1cc(C(=O)N2CCc3ccccc32)c(=O)c2cc(S(=O)(=O)N3CCOCC3)ccc21,2,8,1,1.9,5,-3,4,-1,2
CCC(C)(c1ccc(C=O)s1)c1ccc(C=O)s1,0,29,0,2.6,2,11,-4,-4,7
COC(=O)CC1=C(C(=O)OC)C(c2cccc(OCC(N)=O)c2)C(C#N)=C(N)O1 (stereo not drawn),2,2,-3,0.7,-2,2,-2,-1,5
Cc1ccc2[nH]c3c(=O)n(Cc4ccco4)cnc3c2c1,0,10,-5,0.9,-1,4,1,3,6
O=C(O)c1cc(O)c2c(c1)[C@@H]([C@H]1c3cc(C(=O)O)cc(O)c3C(=O)c3c(O[C@@H]4O[C@H](CO)[C@@H](O)[C@H](O)[C@H]4O)cccc31)c1cccc(OC3O[C@H](CO)[C@@H](O)[C@H](O)[C@H]3O)c1C2=O (stereo partly drawn),97*,57*,87*,9.8*,-1,-14,-49,12,-21
Cc1cc(SCC(=O)Nc2ccccc2)n2ncc(-c3ccccc3)c2n1,0,-1,0,1.1,5,1,-3,-1,8
COc1ccccc1C1CCN(c2ccc(CO)cc2[N+](=O)[O-])CC1,3,0,-4,2.1,4,1,4,-2,0
OCC[C@H]1C[C@H](O)[C@@H](O)[C@]2(Cc3ccccc3CCO2)O1,0,-14,-1,-0.5,1,-7,7,-3,-7
Cc1noc(C)c1CSCC(=O)Nc1ccc(S(=O)(=O)C(F)F)cc1,0,2,-5,-2.6,3,0,7,-4,1
O=C(CCN1CCCCO1)N1CCCC(Nc2ccc(F)c(F)c2)C1 (stereo not drawn),0,19,-3,0.1,9,4,7,-1,19
C[C@H]1C[C@H]2[C@@H]3CCC4=CC(=O)C=C[C@]4(C)[C@@]3(F)[C@@H](O)C[C@]2(C)[C@@]1(O)C(=O)CO,2,13,6,0.8,14,-7,17,1,7
Cc1ccccc1OCC(=O)NNC(=O)c1ccc2c(=O)n3c(nc2c1)CCC3,2,-10,-4,-1.6,4,-5,83,-26,2
O=C(OCC(O)CO)c1ccccc1Nc1ccnc2cc(Cl)ccc12 (stereo not drawn),1,42,-1,-2.0,10,-6,.,2,-3
O=[N+]([O-])c1cc(Br)c(OCc2nnc(-c3ccccc3)o2)c(Br)c1,4,-1,-3,0.1,8,4,4,1,3
CCOC(=O)c1sc(NC(=O)C2CSC3(C)CCC(=O)N23)nc1C (stereo not drawn),5,14,-2,2.2,5,.,-5,.,2
O=c1cc(CN2CCc3ccccc3C2)nc2sccn12,0,24,2,-2.9,-1,3,-6,3,4
NC(=S)N/N=C/c1coc2ccc(F)cc2c1=O,1,-3,0,0.8,-3,6,0,2,-7
Cn1c(Cn2c(=O)sc3ccccc32)nnc1SCC(=O)NCCc1ccccc1,1,-18,-8,0.8,14,5,-4,11,1
COc1ccc(-c2cc(C(=O)NNC(=O)c3csc(N4CCOCC4)n3)c3ccccc3n2)cc1,0,13,2,-3.0,-9,2,2,0,4
CCN(Cc1ccccc1)C(=O)C1CCN(C(=O)Nc2ccccc2)CC1,4,-3,-3,2.3,-6,3,-1,0,-12
O=C(CSc1nnc2ccccn12)c1ccc(Cl)cc1,0,3,0,-1.3,-5,-3,5,-1,-6

# Hits appear at their usual frequency. About 2.6% of those tested had a hit in this group.
